Screening results from PubChem BioAssay.
sPLA2-III inh = human group III sPLA2 inhibitors, primary screen, biochemical, QFRET, BODIPY PC-A2 liposome substrate. hit rate 0.56% among 370,000. inhibition, % at 12.2 µM. AID 743126, 2013. Group 3 secretory phospholipase A2 (Homo sapiens), Q9NZ20. QFRET BODIPY PC-A2 liposome hydrolysis, fluorescence;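 active = inhibition above mean plus 3 SD of compounds lying within the high and low control bounds, cut at about 19% in these data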;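 also: 0% = median of test compound wells and 100% = no enzyme DMSO wells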
Target sequence (Q9NZ20 whole entry, looked up): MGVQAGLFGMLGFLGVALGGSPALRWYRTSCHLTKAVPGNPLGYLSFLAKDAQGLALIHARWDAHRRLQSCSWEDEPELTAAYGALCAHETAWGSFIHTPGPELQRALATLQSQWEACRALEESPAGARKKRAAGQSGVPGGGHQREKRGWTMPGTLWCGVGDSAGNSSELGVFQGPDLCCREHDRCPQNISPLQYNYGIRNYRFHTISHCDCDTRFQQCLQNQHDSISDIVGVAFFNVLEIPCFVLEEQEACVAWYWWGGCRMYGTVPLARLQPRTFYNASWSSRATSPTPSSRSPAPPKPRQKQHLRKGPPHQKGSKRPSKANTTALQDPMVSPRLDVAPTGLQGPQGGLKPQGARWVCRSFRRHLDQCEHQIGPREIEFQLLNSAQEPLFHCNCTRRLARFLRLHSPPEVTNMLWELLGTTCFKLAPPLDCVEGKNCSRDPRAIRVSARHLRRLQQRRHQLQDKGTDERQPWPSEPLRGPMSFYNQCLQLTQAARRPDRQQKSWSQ
NPR2 activator = human GC-B receptor activators, primary screen, HEK293 GC-B cells, cGMP TR-FRET, EC30 CNP; Atrial natriuretic peptide receptor 2 (Homo sapiens), P20594; 0% at EC30 CNP, 100% saturating CNP; activation, % at 10 µM; hit rate 0.11% among 370,000; AID 1920062, 2024;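 active = activation at 10 µM reaching about 35% in either raw or pattern-adjusted values, limit read from the data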
ADAM10 inh = human ADAM10 inhibitors, primary screen, biochemical, QFRET, HTS. recombinant ADAM10, EDANS/DABCYL FRET peptide cleavage, 3 h. inhibition, % at 7 µM. hit rate 0.62% among 370,000;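 active = inhibition above a per-campaign cutoff equal to the mean of compounds falling between control-based bounds plus 3 SD, cut at about 20% in these data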;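 also: 0% = DMSO wells while the 100% control is not disclosed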
ssDAF12 agonist = S. stercoralis DAF-12 nuclear receptor activators, primary screen, cell-based, luminescence, HEK293, GRIP1 co-expression, lit1-tk-luc | AID 652126, 2013 | HEK293 ssDAF-12/GRIP1 lit1-tk-luc reporter; % of 3 µM dafachronic acid response | Nuclear hormone receptor DAF-12 (Strongyloides stercoralis) | hit rate 1% among 370,000 | activation, % at 6.8 µM;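 active = activation above the mean over all tested compounds plus 3 SD, cut at about 0.9% in these data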;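 also: 0% = DMSO-only wells and 100% = 3 µM delta7-dafachronic acid wells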
DAX1 inh-1 = DAX1 (NR0B1) inhibitors on StAR promoter, primary screen, cell-based, luminescence, SF-1 (NR5A1), full-length DAX-1; AID 652010, 2013; inhibition, % at 6.8 µM; hit rate 1.1% among 370,000; HEK293T StAR-luciferase reporter, SF-1/DAX-1 repression relief;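 active = inhibition above the mean over all tested compounds plus 3 SD, cut at about 3.6% in these data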;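 also: 0% = DAX-1 cells with DMSO and 100% = cells lacking DAX-1 with DMSO; higher inhibition means more luminescence from relief of DAX-1 repression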
GAA850 FXN act = FXN promoter activators, primary screen, cell-based, luciferase luminescence, HEK293 lucGAA850. activation, % at 6 µM. hit rate 0.56% among 360,000. HEK293 lucGAA850 FXN promoter luciferase reporter, 24 h; percent of 10 µM SAHA response;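 active = activation above the average of all compounds screened plus 3 SD, cutoff fixed separately per campaign, cut at about 7.5% in these data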;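 also: 0% = DMSO wells and 100% = 10 µM SAHA wells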
DAX1 inh-2 = DAX1 (NR0B1) inhibitors, primary screen, cell-based, HEK293, Gal4-DAX1, luciferase luminescence; HEK293 Gal4-DAX1 luciferase reporter; inhibition, % at 6.75 µM; hit rate 0.99% among 340,000; AID 504766, 2011;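 active = inhibition above the mean over all tested compounds plus 3 SD, cut at about 4.2% in these data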;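 also: 0% = DAX1-transfected cells with DMSO and 100% = empty-vector control cells with DMSO; inhibition shows as a rise in luminescence from relieved DAX1 repression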
Target sequence (P51843 207-470 limits assumed): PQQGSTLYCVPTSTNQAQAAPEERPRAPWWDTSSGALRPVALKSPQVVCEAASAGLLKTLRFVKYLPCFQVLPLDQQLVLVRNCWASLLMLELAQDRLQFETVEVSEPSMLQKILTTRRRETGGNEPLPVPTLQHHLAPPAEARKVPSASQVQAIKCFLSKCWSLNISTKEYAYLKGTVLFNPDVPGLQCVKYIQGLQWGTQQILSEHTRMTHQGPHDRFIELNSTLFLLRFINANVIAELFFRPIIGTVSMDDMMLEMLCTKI
SMARCA2 act = SMARCA2 (BRM) function activators, primary screen, cell-based, luminescence, high throughput; hit rate 1% among 370,000; activation, % at 9.1 µM; MG213 cells, MMTV-luciferase reporter, dexamethasone, overnight; in the data active = activation above about 7.8%;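 also: 0% = vehicle wells and 100% = reference activator wells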
hgDAF12 agonist = H. glycines DAF-12 receptor agonists, primary screen, cell-based, luminescence, HEK293, GAL4 fusion, UAS-luciferase; HEK293 GAL4-hgDAF12 UAS-luciferase reporter, agonist luminescence; normalized to butyrate control; AID 687014, 2013; activation, % at 6.8 µM; hit rate 1.8% among 370,000;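 active = activation above a cutoff set at the mean of all screened compounds plus 3 SD, cut at about 10% in these data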;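 also: 0% = DMSO wells and 100% = sodium butyrate wells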
GC-A act = GC-A stimulated cGMP production enhancers – HEK293 GC-A cells, cGMP TR-FRET, EC30 ANP, primary screen. 0% at EC30 ANP, 100% saturating ANP. activation, % at 10 µM. hit rate 0.14% among 370,000. AID 1671463, 2021; in the data active = activation above about 40%
hcDAF-12 act = H. contortus DAF-12 nuclear receptor activators, primary screen, cell-based, luminescence, HEK293, lit1-tk-luc reporter | HEK293 hcDAF-12 lit1-tk-luc reporter; 0% DMSO, 100% Δ7-dafachronic acid | activation, % at 6.8 µM | hit rate 1.4% among 370,000;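 active = activation above the mean of all tested compounds plus 3 SD, cut at about 5.5% in these data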;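 also: 100% = response to 3 µM Δ7-dafachronic acid high control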
Active calls of the source: *; i = inactive; x = not tested or not shown.

SMILES	sPLA2-III inh	NPR2 activator	ADAM10 inh	ssDAF12 agonist	DAX1 inh-1	GAA850 FXN act	DAX1 inh-2	SMARCA2 act	hgDAF12 agonist	GC-A act	hcDAF-12 act
COc1ccccc1NC(=O)C1=C(C)Nc2ncnn2C1c1cccs1 (centres undefined)	-3	-13	7	-0.9	0.0	-1.1	-0.5	0	-1.1	-4	-1.7
COc1ccc(NC(=O)CN2CCc3ccccc3C2)cc1S(=O)(=O)N1CCOCC1	-10	2	3	-0.9	0.4	2.6	0.8	0	-0.9	1	-1.6
O=C(COC(=O)Cc1ccc(Cl)cc1Cl)Nc1ccc(OC(F)F)cc1	-35	-4	2	-0.7	0.0	2.0	0.4	1	4.2	0	0.1
COc1ccc(/C(C)=N\O)cc1OC	-1	3	-3	-1.4	-0.2	1.2	-1.1	-1	1.6	2	-0.6
O=C(OCC(=O)N1CCc2ccccc2C1)c1ccc(F)cc1Cl	-1	-1	-13	-1.0	0.6	3.7	0.6	0	11*	6	-0.2
COC(=O)c1cc(OC)cc(O)c1C(=O)c1c(O)cc(C)cc1O	-5	10	-9	-1.2	0.7	0.3	2.6	-1	3.9	1	-0.9
CC(C)c1ccc(NC(=O)CN2C(=O)NC3(CCCC3)C2=O)cc1	-4	0	-9	-0.7	-0.4	2.8	0.4	-1	0.6	0	1.4
COC(=O)CN(c1ccccc1F)S(=O)(=O)c1ccc(C)cc1	-1	-7	-1	-0.6	0.2	-0.3	1.0	-1	0.9	-2	0.3
Cn1c(C(=O)NCCCN2CCN(c3cccc(Cl)c3)CC2)cc2c(=O)n(C)c3ccccc3c21	-9	-20	-7	-1.3	-1.6	-0.1	-3.7	3	-0.1	-22	-0.5
CC1(c2ccc(Cl)cc2Cl)NC(=O)N(CC(=O)N2CCN(C(=O)c3ccco3)CC2)C1=O (centres undefined)	8	1	-11	-1.5	-0.7	0.1	0.0	-2	-4.0	2	-0.5
C=CCN(C(=O)c1csnn1)C(C(=O)NC1CCCC1)c1c(F)cccc1Cl (centres undefined)	3	0	-2	-0.6	-0.1	1.8	-0.3	2	0.3	-5	0.3
CC(NC(=O)Nc1ccc(F)cc1F)c1ccncc1 (centres undefined)	-2	4	8	-1.2	0.5	0.3	0.2	1	-0.6	0	-1.7
Fc1ccccc1-c1n[nH]c(=S)n1CC1CCCO1 (centres undefined)	9	7	2	-0.9	0.0	-0.5	0.3	-3	2.6	1	-1.4
CC/C(C)=N/Nc1nc2sc3c(c2c(=O)[nH]1)CC(C)(C)OC3	-8	-1	-314	-1.4	0.3	0.1	0.2	0	-0.9	2	-0.6
CC1CN(S(=O)(=O)c2ccc(C(=O)NN3CCN(C)CC3)cc2)CC(C)O1 (centres undefined)	4	0	9	-1.1	0.2	1.4	1.7	-2	4.3	1	0.2
Fc1ccc(N2CCN(c3ncnc4nc[nH]c34)CC2)cc1	-1	-1	3	-1.1	1.2	2.9	-0.6	-1	0.4	1	-3.6
CN(C)c1ccc(NC(=O)COC(=O)CNC(=O)c2cccs2)cc1	8	-2	6	-0.8	-0.2	2.4	0.2	4	3.3	-5	-0.2
Cc1cc(C)n(C(C)CC(=O)Nc2ccc(-c3ccno3)cc2)n1 (centres undefined)	-3	2	5	0.7	-0.3	2.5	-0.5	-3	-2.0	-1	-1.2
Cc1ccnc(NC(=O)Cc2c(F)cccc2Cl)c1	-5	0	3	-1.2	-0.3	2.7	-0.3	-1	-1.1	-2	0.2
CC(C)C(=O)N(Cc1ccc(F)cc1)Cc1nc2ccccc2c(=O)[nH]1	0	-1	-3	-1.2	-0.2	1.3	-0.4	-3	-2.4	-2	-1.0
COCCNC(=S)Nc1cc(S(=O)(=O)N2CCOCC2)ccc1N1CCCCC1	3	2	-7	-1.5	-0.2	0.9	-0.2	-2	-0.6	7	-1.2
Cc1ccc(OCc2n[nH]c(=S)n2C2CCCCC2)cc1	14	3	11	-1.6	0.0	1.1	0.9	-1	-0.2	0	-0.2
c1ccc(-c2noc(CN3CCOCC3)n2)cc1	8	0	-8	-1.1	0.3	3.2	-0.2	2	1.9	6	0.9
NC(Cc1ccc(O)cc1)c1cn([C@@H](CCC(=O)O)C(=O)N2CCNCC2)nn1 (some centres undefined)	4	8	2	-1.0	0.2	0.4	2.1	2	-1.8	-1	1.9
CCOc1ccc(NS(=O)(=O)c2ccc(C)c(C(N)=O)c2)cc1	2	1	-1	-2.2	-1.3	-0.6	2.9	-4	-3.8	7	-2.5
CCOC(=O)C1CCN(c2ncnc3nc[nH]c23)CC1	2	-9	1	-1.6	1.6	2.1	0.2	-3	0.5	-4	-1.2
[O-]/[N+](=C/c1ccc(F)cc1)c1ccccc1	5	7	-7	-1.0	-0.6	0.2	-0.9	-3	1.1	8	-2.1
Brc1ccc2c(c1)[C@H]1OCC[C@H]1[C@@H](c1cccs1)N2	7	-8	0	0.4	-1.0	0.6	-0.6	-2	0.2	-4	1.5
COCC(=O)N1CCC(Oc2ccc(C(=O)NC3Cc4ccccc4C3)cc2)CC1	0	-4	-13	-1.2	-4.0	-1.6	-1.2	-2	-4.4	1	-1.6
CCOC(=O)C1CCCN(C(=O)CN2C(=O)/C(=C/c3ccc(OC)cc3)Oc3ccccc32)C1 (centres undefined)	-6	3	-57	-1.0	-0.2	-0.3	0.6	-4	-2.1	14	-1.8
Cc1nnc(NC(=O)CSC2=NN3CCCC(=O)N=C3S2)s1	2	-3	-14	-0.2	0.1	1.6	0.5	-2	-0.1	-3	-0.7
Clc1ccc(N(CC2CO2)CC2CO2)cc1 (centres undefined)	3	3	-1	-1.5	0.0	-0.4	-0.7	4	1.7	3	-1.7
CCC(CC)C(=O)Nc1ccc(-c2cn3cccnc3n2)cc1	5	0	i	-1.0	-0.2	3.0	1.1	3	2.0	2	-1.6
CCOc1ccc(C(=O)CCC(=O)NC(CC(C)C)C(=O)OC)cc1 (centres undefined)	-6	2	0	-1.8	-0.4	1.9	0.4	-2	1.4	-1	0.6
Cc1ccc(S(=O)(=O)Nc2ncnc3sccc23)cc1C	11	-4	-2	-1.0	-0.9	-0.5	0.5	-4	0.1	-2	-1.3
O=C(CCc1nc2ccccc2n1-c1ccccc1)NCCO	9	-7	-5	-0.9	-0.3	-0.6	0.3	-3	2.1	4	1.2
O=C(Nc1ccc2c(c1)OCO2)Nc1cnccn1	4	5	-17	-1.4	0.2	-1.4	1.8	-1	5.7	-3	0.1
O=C(O)c1ccc([N+](=O)[O-])nc1	3	2	-3	-1.4	0.3	0.6	-0.1	-2	2.8	3	1.2
COc1ccccc1N1CCN(c2ccc([N+](=O)[O-])cc2Cl)CC1	20*	0	-2	-1.6	-0.4	-2.1	-0.5	-3	-0.3	-3	-1.4
CCN(C(=O)CSC1=Nc2ccccc2C2CC=NN12)C1CCS(=O)(=O)C1 (centres undefined)	-4	x	-5	0.6	0.9	-0.3	0.7	1	3.0	x	5.8*
CC(C)CCNC(=O)NC(=O)CSc1ccc(S(=O)(=O)N2CCOCC2)cn1	-7	2	0	-1.3	1.0	2.7	0.8	-3	-3.0	-1	-1.7
Cc1ccccc1C(=O)NC1CCN(CC(=O)Nc2c(C)cccc2C)CC1	0	-8	-1	-0.6	0.9	-0.2	0.6	-6	-1.4	3	-1.2
O=C(O)c1ccccc1/C=N/Nc1ccc(S(=O)(=O)Nc2ccc(Cl)cc2)cc1[N+](=O)[O-]	-32	-4	6	-0.2	0.8	x	x	-2	1.1	0	1.0
CNC1(c2nnnn2-c2ccccc2C)CCOC(C)(C)C1 (centres undefined)	5	1	-1	-1.4	-0.3	0.3	1.6	-1	-3.5	-1	0.9
Nc1c(C(O)(C(F)(F)F)C(F)(F)F)ccc2ccccc12	-19	2	-74	-0.7	-0.9	0.3	-0.5	0	3.3	-1	0.1
COc1ccc2c(c1)OC[C@H]1[C@H]2N2C(=O)CN(CCc3c[nH]c4ccccc34)C(=O)[C@@]2(C)[C@H]1c1ccccc1	-58	4	16	-0.6	-0.4	7.8*	-1.0	1	0.1	-7	-0.1
COc1ccccc1CNC(=O)c1cc(-c2ccccc2)nn1CC1CC(c2cccc([N+](=O)[O-])c2)=NO1 (centres undefined)	-9	2	20*	-1.5	0.1	4.5	0.1	-1	-1.6	-1	-1.6
Cc1ccc(C(=O)Cn2c3[n+](c4ccccc42)CC(O)CS3)cc1 (centres undefined)	1	1	-5	-1.8	-0.1	2.4	-0.4	-3	0.8	0	1.5
CCn1c(=NC(=O)c2ccco2)sc2cccc(F)c21	5	-5	-54	0.8	2.3	2.9	1.6	5	13*	-3	12*

No enrichment for hits. Share with any hit: about 6.6%.
